High-throughput results (PubChem)
All columns: NCI-60 one-dose screen, growth in % after 48 h at 10 µM unless noted; 100 = growth as untreated, 0 = no growth, -100 = all killed.
SW-620: SW-620 colon cancer; actives 5.2% (n = 82,000)
OVCAR-4: OVCAR-4 ovarian cancer cells | actives 3.7% (n = 80,000) | AID 1794784
COLO 205: COLO 205 colon cancer. actives 7.3% (n = 79,000). AID 1794742
HCT-116: HCT-116 colon cancer; actives 7.3% (n = 82,000)
SK-OV-3: SK-OV-3 ovarian cancer cells; actives 3.2% (n = 80,000)
HCT-15: HCT-15 colon cancer; AID 1794746; actives 5.2% (n = 82,000)
IGROV1: IGROV1 ovarian cancer | actives 4.7% (n = 79,000)
KM12: KM12 colon cancer cells; actives 5% (n = 82,000); AID 1794800
HT29: HT29 colon cancer; AID 1794748; actives 7.4% (n = 81,000)
Numbers without * were called inactive; . = not tested or not shown; & = joins results of further samples. Rule for the calls: active = growth percent below 10; inactive = the rest.

Screens in order – SW-620	OVCAR-4	COLO 205	HCT-116	SK-OV-3	HCT-15	IGROV1	KM12	HT29
- CC(CN1CCN(CCOCCO)CC1)CN1c2ccccc2Sc2ccc(Cl)cc21 (stereo not given)
    64	76	-80*	38	90	33	60	28	-30*
- Cn1c(=O)c2c(nc(Sc3nc(N)cc(=O)[nH]3)n2Cc2ccccc2)n(C)c1=O
    99	95	113	93	111	104	106	100	98
- Cc1cccc(Cl)c1NC(=O)CNC(C)(C)C
    103	98	.	78	97	83	99	101	78
- CC(=O)c1ccc(Br)c([N+](=O)[O-])c1
    120	114	127	97	109	104	109	107	98
- CC(=O)CC(C)(C)NC(=S)Nc1cccc2ccccc12
    103	81	105	93	100	97	87	91	128
- Cc1nc2ccccc2c(C(=O)O)c1-c1ccccc1
    108	100	116	102	109	109	107	112	81
- C[n+]1c(/C=C/c2ccc([N+](=O)[O-])cc2)ccc2ccccc21
    98	105	101	102	109	99	104	81	104
- Clc1ccccc1C=Nc1ccc2c(c1)Cc1cccc(N=Cc3ccccc3Cl)c1-2
    105	107	.	96	92	95	90	92	89
- Cc1cc(=O)[nH]c(N/N=C/c2ccc(N(C)C)cc2)n1
    .	113	116	103	107	112	122	109	98
- CC1(C)CC[C@]2(COCCC#N)CC[C@]3(C)C(=CC[C@@H]4[C@@]5(C)Cc6c([nH]c7ccccc67)C(C)(C)[C@@H]5CC[C@]43C)[C@@H]2C1
    105	87	103	92	91	97	105	102	93
- O=C(O)c1c[nH]c(=O)c([N+](=O)[O-])c1
    107	125	111	109	105	113	114	104	117
- CNc1cc2nc3cc(NC)c(C)cc3cc2cc1C
    8.8*	11	-39*	5.5*	13	11	21	-41*	10
- OCc1cnccc1NCC1CCCCC1
    101	103	99	95	97	105	107	104	87
- O=C(O)/C(=C\c1ccccc1[N+](=O)[O-])c1ccccc1
    105	112	107	101	100	103	116	101	96
- C/C=C1\C(OS(=O)(=O)O)CC2C3CCC4=CC(=O)CCC4(C)C3CCC12C (stereo not given)
    108	92	111	77	98	106	130	109	102
- CC(C)c1ccc(-c2nc3ccccc3s2)cc1
    96	98	129	108	111	104	.	106	107
- Cc1ccc(O)cc1Nc1nc(SCCN2CCOCC2)nc2c1cnn2CC(Cl)c1ccc(Br)cc1 (stereo not given)
    33	32	86	2.8*	44	0.2*	-1.7*	17	-30*
- Nc1ccccc1SC(CC(=O)c1ccccc1)c1ccc([N+](=O)[O-])cc1 (stereo not given)
    46&52	88&94	102&92	-81*	95&108	59&88	76&117	32&79	39&20
- CC(c1ccccc1)C(C)(C)O (stereo not given)
    112	.	113	108	110	102	104	106	109
- O=S1c2ccccc2Sc2ccccc21
    104	109	96	96	95	93	91	110	101
- COCC1OC(OC2(COC)OC(COC)C(OC)C2OC)C(OC)C(OC)C1OC (stereo not given)
    100	100	113	98	104	95	111	110	99
- COc1ccc(-c2nc3sc4c(c3c(=O)[nH]2)CCCCCC4)cc1
    29	50	35	34	48	28	63	35	14
- COc1cc(/C(=C2/O[C@@H]([C@H](O)CO)[C@H]3OC(C)(C)O[C@@H]23)c2cccc(N)c2)cc(OC)c1OC
    .	101	137	100	113	106	.	112	103
- CN1C(=O)N(C)C2Nn3c(s/c(=C\c4cccc([N+](=O)[O-])c4)c3=O)=NC21 (stereo not given)
    97	106	111	96	98	82	97	92	100
- COc1ccc(-c2ccc3cnc4sc(-c5ccc(OC)cc5)nc4c3n2)cc1
    112	97	104	95	93	98	94	89	100
- CCCC(C)C(=O)OC1CCCCC1 (stereo not given)
    106	104	113	109	115	110	108	116	122
- Cc1ccccc1NC(=O)CSC(N)=O
    107	109	97	86	118	102	113	111	117
- OC1OCC(COc2cc(Cl)c(Cl)cc2Cl)OC1O (stereo not given)
    103	101	102	88	96	110	103	100	77
- CN1CCN(Cc2cc(C(=O)/C=C/c3c[nH]c4ccccc34)ccc2O)CC1
    107	96	109	101	100	99	99	97	103
- CCc1ccccc1C(=O)N(CC)CC
    105	108	111	93	118	103	103	103	106

In another format: entries from further up.
structure | SW-620 | OVCAR-4 | COLO 205 | HCT-116 | SK-OV-3 | HCT-15 | IGROV1 | KM12 | HT29
OCc1cnccc1NCC1CCCCC1 | 101 | 103 | 99 | 95 | 97 | 105 | 107 | 104 | 87
O=C(O)/C(=C\c1ccccc1[N+](=O)[O-])c1ccccc1 | 105 | 112 | 107 | 101 | 100 | 103 | 116 | 101 | 96
C/C=C1\C(OS(=O)(=O)O)CC2C3CCC4=CC(=O)CCC4(C)C3CCC12C (stereo not given) | 108 | 92 | 111 | 77 | 98 | 106 | 130 | 109 | 102
CC(C)c1ccc(-c2nc3ccccc3s2)cc1 | 96 | 98 | 129 | 108 | 111 | 104 | . | 106 | 107
Cc1ccc(O)cc1Nc1nc(SCCN2CCOCC2)nc2c1cnn2CC(Cl)c1ccc(Br)cc1 (stereo not given) | 33 | 32 | 86 | 2.8* | 44 | 0.2* | -1.7* | 17 | -30*
Nc1ccccc1SC(CC(=O)c1ccccc1)c1ccc([N+](=O)[O-])cc1 (stereo not given) | 46&52 | 88&94 | 102&92 | -81* | 95&108 | 59&88 | 76&117 | 32&79 | 39&20
CC(c1ccccc1)C(C)(C)O (stereo not given) | 112 | . | 113 | 108 | 110 | 102 | 104 | 106 | 109
O=S1c2ccccc2Sc2ccccc21 | 104 | 109 | 96 | 96 | 95 | 93 | 91 | 110 | 101
COCC1OC(OC2(COC)OC(COC)C(OC)C2OC)C(OC)C(OC)C1OC (stereo not given) | 100 | 100 | 113 | 98 | 104 | 95 | 111 | 110 | 99
COc1ccc(-c2nc3sc4c(c3c(=O)[nH]2)CCCCCC4)cc1 | 29 | 50 | 35 | 34 | 48 | 28 | 63 | 35 | 14
COc1cc(/C(=C2/O[C@@H]([C@H](O)CO)[C@H]3OC(C)(C)O[C@@H]23)c2cccc(N)c2)cc(OC)c1OC | . | 101 | 137 | 100 | 113 | 106 | . | 112 | 103
CN1C(=O)N(C)C2Nn3c(s/c(=C\c4cccc([N+](=O)[O-])c4)c3=O)=NC21 (stereo not given) | 97 | 106 | 111 | 96 | 98 | 82 | 97 | 92 | 100
COc1ccc(-c2ccc3cnc4sc(-c5ccc(OC)cc5)nc4c3n2)cc1 | 112 | 97 | 104 | 95 | 93 | 98 | 94 | 89 | 100
CCCC(C)C(=O)OC1CCCCC1 (stereo not given) | 106 | 104 | 113 | 109 | 115 | 110 | 108 | 116 | 122
Cc1ccccc1NC(=O)CSC(N)=O | 107 | 109 | 97 | 86 | 118 | 102 | 113 | 111 | 117
OC1OCC(COc2cc(Cl)c(Cl)cc2Cl)OC1O (stereo not given) | 103 | 101 | 102 | 88 | 96 | 110 | 103 | 100 | 77
CN1CCN(Cc2cc(C(=O)/C=C/c3c[nH]c4ccccc34)ccc2O)CC1 | 107 | 96 | 109 | 101 | 100 | 99 | 99 | 97 | 103
CCc1ccccc1C(=O)N(CC)CC | 105 | 108 | 111 | 93 | 118 | 103 | 103 | 103 | 106

Continuation.
Screens in order – SW-620	OVCAR-4	COLO 205	HCT-116	SK-OV-3	HCT-15	IGROV1	KM12	HT29
- Cc1ccc2c(c1)Oc1nc(N)c(C#N)c(N)c1C2Sc1ccc(F)cc1 (stereo not given)
    -64*	-99*	-50*	-90*	-95*	-78*	-91*	-91*	-39*
- CCCCn1c(=N)c(S(=O)(=O)c2ccccc2)cc2c(=O)n3ccccc3nc21
    103	92	106	97	105	96	95	93	102
- COc1cc(/C=C/C(=O)c2nnn(-c3ccc([N+](=O)[O-])cc3)c2C)ccc1O
    95	94	112	94	107	90	101	97	114
- NS(=O)(=O)c1ccc(-n2nccc2-c2cc3ccccc3oc2=O)cc1
    94	106	111	106	103	112	83	102	102
- c1ccc(-c2nc[nH]c2-c2ccccc2)cc1
    99	111	122	105	108	100	122	107	112
- Cc1[nH]c2ccccc2c1C(C[N+](=O)[O-])c1ccco1 (stereo not given)
    101	84	117	100	101	95	103	97	103
- N/N=C(\CCNc1ccc(S(N)(=O)=O)cc1)c1ccccc1
    104	110	109	108	95	114	96	108	106
- C/C=C/C=C/C(=O)OCC
    107	112	107	102	105	110	113	103	111
- Cc1cccc(-c2nnc(SCC(=O)Nc3ncc(Cc4ccccc4)s3)n2N2C(=O)CSC2=S)c1
    50	-15*	67	25	87	78	50	72	81
- COC(=O)c1cc(-c2ccc(OC)cc2)[nH]c1NNC(C)=O
    116	116	145	97	113	124	88	100	111
- COc1ccc(/C=N/NC(=O)c2cnn(CC(O)Cc3ccccc3)c2N)cc1OC1CCCC1 (stereo not given)
    99	76	.	90	.	78	105	35	94
- O=c1[nH][n+](-c2[nH]ncc2[N+](=O)[O-])no1
    104	108	115	105	108	108	110	102	98
- COc1cc(C2=NN(C(C)=O)C(c3cccc(Nc4ccnc5cc(C(F)(F)F)ccc45)c3)C2)cc(OC)c1OC (stereo not given)
    66	52	50	48	69	40	62	65	22
- ON=C(CCc1ccccc1)CCc1ccccc1
    101	107	99	104	107	102	97	104	106
- Cc1ccc(-c2nn(-c3ccccc3)cc2/C=C/C(=O)c2ccc(NC(=O)CCCCCCC(=O)NO)cc2)cc1
    75	80	96	34	71	68	69	78	61
- CCOC(=O)c1sc2ncnc(Nc3ccc(OCc4cccc(F)c4)c(Cl)c3)c2c1C
    89	96	112	80	88	102	98	89	92
- O=c1c2cccc(F)c2sc2c(N3CCNCC3)nc3ccccc3c12
    -40*	47	.	7.9*	.	5.9*	28	10	-45*
- Cc1ccc(C2CC(c3ccccc3)=NN2C(=O)c2ccc(S(N)(=O)=O)cc2)cc1 (stereo not given)
    101	99	109	99	98	98	89	97	109
- NS(=O)(=O)c1ccc(C(=O)NN2C(=O)c3nccnc3C2=O)cc1
    103	103	110	104	109	98	109	105	106
- O=C(Nc1ncnc2nc[nH]c12)c1ccccc1
    95	105	104	98	97	102	101	101	102
- COc1cc(-c2nn(-c3ccccc3)cc2-c2ccnc(NCCCNS(=O)(=O)c3cccc(F)c3)n2)ccc1Cl
    102	89	87	65	94	75	81	86	77
- CCc1cccc(NC(=O)CNc2cc(S(=O)(=O)N(C)C)cc(C)c2C)c1
    98	56	111	91	107	106	74	99	104
- O=C(c1ccccc1)c1c(/C=C/c2ccccc2)c2ccccc2[nH]c1=O
    101	98	110	100	102	101	95	96	106
- O=c1[nH]nc(-c2ccc[nH]2)[nH]1
    109	.	100	119	.	104	108	107	84
- COC(=O)[C@@]1(C)CC[C@]2(C)CC[C@]3(C)C(=CC(=O)[C@@H]4[C@@]5(C)Cc6c(n(CC#CCN7CCN(C)CC7)c7ccccc67)C(C)(C)[C@@H]5CC[C@]43C)[C@@H]2C1
    -63*	90	94	-29*	122	2.6*	89	53	14
- CC1(C)NCCC[C@]2(C)[C@H]3CC(=O)[C@H]4[C@@H]5C[C@](C)(CO)CC[C@]5(C)CC[C@@]4(C)[C@]3(C)CC[C@@H]12
    99	92	94	84	110	99	98	95	70
- COC(=O)[C@H](Cc1ccc(O)cc1)n1cc(COc2nc(Cl)nc(N3CCOCC3)n2)nn1
    105	107	117	101	97	106	107	104	107
- Cn1c(=O)[nH]c2c(cnn2C)c1=O
    106	.	106	108	110	108	129	119	99
- C/C(=N\NC(=S)Nc1cccc(Cl)c1Cl)c1sc(Nc2ccccc2)nc1C
    99	107	109	96	102	95	91	98	116
- C=C(C)CCCC(C)C(O)C=O (stereo not given)
    105	111	117	96	91	105	113	109	101
- CCc1c(C(=O)NCc2cccc(Cl)c2)[nH]c(C)c1C(C)=O
    102	85	114	80	96	83	107	110	96
- COc1ccc(C2=C(CN)C(O)NC(=NCC(=O)c3ccc4ccccc4c3)N2)cc1 (stereo not given)
    112	107	87	93	89	106	102	97	101
- C/C(Cc1ccc(Cl)cc1)=C(\c1ccc(OCCN2CCCCCC2)cc1)c1ccc(OC(=O)c2ccccc2)cc1
    37	37	45	-65*	87	14	24	32	6.2*
- CCOC(=O)/C(C#N)=C\c1cccnc1
    95	101	116	99	99	102	106	103	95
- CC(CCl)OC(=O)Nc1cccc(C(F)(F)F)c1 (stereo not given)
    92	76	92	54	91	85	78	93	82
- CC1=C(C#N)c2nc3cccnc3c(=O)n2[C@]1(C)O
    101	106	114	107	102	109	104	101	118
- O=C(CCSSCCC(=O)ON1C(=O)CCC1=O)ON1C(=O)CCC1=O
    106	96	105	99	102	97	100	104	108
- Cc1ccc(S(=O)(=O)Nc2ccccc2C(=O)O)cc1
    105	111	112	104	102	101	107	104	101
- COc1ccc(-c2cc(-c3cn(-c4ccccc4)nc3-c3ccc(OCc4ccccc4)cc3)c(C#N)c(=O)o2)cc1
    104	92	100	81	91	96	101	97	103
- O=C(/C=C/c1ccc(Cl)cc1)c1ccc(O)c(CN2CCN(c3cc4c(cc3F)c(=O)c(C(=O)O)cn4C3CC3)CC2)c1
    48	89	136	13	74	45	52	59	34

2 compounds drawn at random from the list so far, as already listed:
Screens in order – SW-620	OVCAR-4	COLO 205	HCT-116	SK-OV-3	HCT-15	IGROV1	KM12	HT29
- CC1=C(C#N)c2nc3cccnc3c(=O)n2[C@]1(C)O
    101	106	114	107	102	109	104	101	118
- COc1ccc(C2=C(CN)C(O)NC(=NCC(=O)c3ccc4ccccc4c3)N2)cc1 (stereo not given)
    112	107	87	93	89	106	102	97	101

No enrichment for hits. About 12% of those tested had a hit in this group.
